# b-catenin transl: modulators of beta-catenin nuclear translocation; HeLa beta-catenin nuclear translocation, immunofluorescence imaging; nuclear translocation activity, % at 5 µM; 190,000 compounds, 0.3% hits; AID 1665;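 active means nuclear translocation activity above 50% at 5 µM, with a well cell count of 50 or more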;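 further: per-cell ratio of nuclear to cytoplasmic median beta-catenin stain intensity; plate controls were DMSO negative control for no effect and GSK-3 inhibitor IX positive control for full effect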
#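 test system = HeLa cells, endogenous beta-catenin | dosing = single 5 µM dose plus 0.02–20 µM confirmation series | times = compound treatment 24 h, 37°C, 5% CO2 | technique = beta-catenin immunofluorescence imaging with DAPI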
# ER stress rescue: protection against thapsigargin-triggered cell killing – 384-well, CSM14.1, ATP luminescence, primary screen (AID 1222); CSM14.1 thapsigargin-induced death rescue, ATP luminescence; higher % means a stronger effect; cellular ATP content (survival), % at 20 µM, or EC50 in µM where a hit was titrated; 190,000 tested, under 10 active;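 active means EC50 below 50 µM in the dose-response confirmation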;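 further: death triggered by thapsigargin at about 15 µM added after 2 h compound pretreatment; cell ATP read after overnight thapsigargin exposure of roughly 18 to 22 hours; normalized against plate controls of thapsigargin alone and 5% DMSO vehicle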
# Autophagy mod: alters autophagy in cells | MEF GFP-LC3 puncta imaging; test concentration mostly 10 µM | calls only at 10 µM (by protocol) | 190,000 compounds, 0.98% hits | AID 463193;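 active means percentage of spot-positive cells more than 3 SD above its plate mean, without a fluorescence outlier flag or 80% toxicity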;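 further: spot-positive cell cutoff set from DMSO-treated cells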
# XIAP displacement: XIAP antagonists, biochemical, IAP family, fluorescence polarization (AID 1018). XIAP BIR domain, fluorescence polarization peptide displacement; higher % means a stronger effect. 200,000 compounds, 0.007% hits. displacement, % at 20 µM; hits with a dose series show IC50 in µM; in the data active means displacement above about 50%; further: a part of the inactive calls stands beside numbers as strong as those of hits
# WT yeast gro inh: growth inhibition of WT yeast, mitochondrial fusion screen | mitochondrial fusion phenotypic screen, WT strain | inhibition, % at 10 µM | 190,000 compounds, 2.1% hits; in the data active means inhibition above about 58%; tested in S. cerevisiae
# MT stabilize HCS: stabilizes microtubules in HeLa cells | % tubulin-high responders, % at 10 µM | AID 2205 | HeLa tubulin immunostaining HCS, 24 h; share of cells brighter than vehicle mean+2SD | 200,000 compounds, 0.83% hits;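 active means plate Z-score above 3 for both tubulin-high and condensed-nucleus cell shares, with cell loss under 80%, at 10 µM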;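 further: anti alpha tubulin signal scored within the nucleus-defined area of each cell; some results filed as inactive read as strong as hits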
# Dynein cargo inh: blocks dynein driven cargo transport along microtubules; AID 1381; 220,000 compounds, 0.47% hits; 3617.4 mouse cells, GR-EGFP nuclear translocation imaging; test concentration mostly 20 µM; stimulated with dexamethasone, 1 µM; active compounds read low; z-score, hits read low;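 active means plate z-score of nuclear minus cytoplasmic receptor signal below a set negative limit, without overly bright fluorescence or cell loss, cut at about -3.5 in these data, passing the limit was not always enough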;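 further: z-score of nuclear minus cytoplasmic ring GR-EGFP intensity difference per well; some compounds called inactive have numbers as strong as hits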
#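 medium = tetracycline-free induction medium containing charcoal-stripped FBS | probe or stimulus = dexamethasone, 1.0 µM final | timing = 48 h induction, then 1 h compound, then 30 min agonist, 37 °C | detection = automated 10x imaging of fixed Hoechst-stained cells | read-out basis = nuclear versus cytoplasmic GR-EGFP signal, averaged per well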
# Hep lipid drop: modulators of hepatic lipid droplet formation; AML12 mouse hepatocytes, oleate lipid droplets, BODIPY imaging; inhibition, % at 6.5 µM; 240,000 compounds, 0.4% hits; AID 1656;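 active means lipid droplet intensity inhibited by at least 50%, with more than 500 cells counted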
#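 System: AML12 hepatocytes (mouse). Probe or stimulus: oleic acid at 100 µM to induce lipid droplet formation. Times: overnight treatment with compound plus oleate. Detection: Image-based BODIPY and DAPI two-channel analysis. Evaluation: percent inhibition of filter-corrected integrated lipid droplet intensity per well.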
# Insulin prom up: MIN6 insulin promoter up-regulation. MIN6 insulin promoter-GFP reporter, high-content imaging; active compounds read high. z-score at 5 µM. 190,000 compounds, 0.3% hits. AID 1625;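 active means z-score above 3 at 5 µM with at least 500 cells counted in the well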
# WT yeast gro inh mutant strain: recorded beside WT yeast gro inh, whose call it bears; inhibition, %; mitochondrial fusion phenotypic screen, mutant strain inhibition
# Dynein cargo inh cytoplasmic EGFP: further read-out of Dynein cargo inh, marked with its call; z-score; measured here: cytoplasmic GR-EGFP intensity; active compounds read high
# Dynein cargo inh nuclear GR-EGFP: second read-out of Dynein cargo inh, no call of its own (marks repeat the call); z-score; measured here: nuclear GR-EGFP intensity;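 lower value marks the stronger effect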
# Dynein cargo inh cell count: recorded beside Dynein cargo inh, whose call it bears; z-score; measured here: cell count per field
# Insulin prom up cell count: further read-out of Insulin prom up, marked with its call; cell count; measured here: cytotoxicity, nuclei count;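 total cells summed across four imaged fields per well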
# Hep lipid drop cells 6.5 µM: second read-out of Hep lipid drop, no call of its own (marks repeat the call); cell count; measured here: cell count, cytotoxicity flag;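 cells counted across two imaged fields per well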
# b-catenin transl cell count 5 µM: further read-out of b-catenin transl, marked with its call; cell count; measured here: cell count, cytotoxicity flag
# MT stabilize HCS Hoechst-high %: recorded beside MT stabilize HCS, whose call it bears; % Hoechst-high responders; measured here: nuclear condensation Hoechst responders;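 share of cells brighter than vehicle mean plus two SD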
# MT stabilize HCS cytotoxicity %: recorded beside MT stabilize HCS, whose call it bears; toxicity, %; measured here: cytotoxicity by cell density;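 0% = mean cell density of plate MIN control wells and 100% = no cells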
# Autophagy mod cell loss 18 h: second read-out of Autophagy mod, no call of its own (marks repeat the call); toxicity, %; measured here: cell loss, nuclei count;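 cell loss after 18 h compound exposure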
# Active calls of the source: *; i = inactive; / = no result given; & = joins results of further samples.
SMILES,b-catenin transl,b-catenin transl cell count 5 µM,ER stress rescue,Autophagy mod,Autophagy mod cell loss 18 h,XIAP displacement,WT yeast gro inh,WT yeast gro inh mutant strain,MT stabilize HCS,MT stabilize HCS Hoechst-high %,MT stabilize HCS cytotoxicity %,Dynein cargo inh,Dynein cargo inh cytoplasmic EGFP,Dynein cargo inh nuclear GR-EGFP,Dynein cargo inh cell count,Hep lipid drop,Hep lipid drop cells 6.5 µM,Insulin prom up,Insulin prom up cell count
CCc1ccc(Sc2cc(C(=O)NCCN3CCOCC3)c3ccccc3n2)cc1,-0.4,1182,2.0%,i,-3,-4.9%,-3,-11,1.9,2.7,5.1,-0.22,-0.12,-0.11,-1.4,-2,664,0.46,1526
CCn1c(=Nc2ccc(N3CCOCC3)cc2)ccc2ccccc21,/,/,-2.9%,i,-3,/,-8,-8,1.7,1.7,4.8,-0.27,0.021,0.14,0.83,7,716,-1.4,1244
COc1ccccc1N(C)S(=O)(=O)c1ccc(C(=O)OCC(=O)Nc2ccccc2F)cc1,-2.3,1138,-1.5%,i,4,-5.9%,-6,-46,3.7,3.0,8.2,0.79,-0.094,0.52,-1.4,-14,704,-0.26,1142
COc1ccccc1NC(=S)N1CCN(C(c2ccccc2)c2ccccc2)CC1,-0.1,1080,/,i,-34,-0.6%,59*,38*,1.6,1.8,12,-0.72,-0.31,-0.43,0.62,-9,684,-1.9,1067
CCOC(=O)C(C)Oc1cccc2c(=O)n(CC(=O)N3CCCc4ccccc43)ccc12 (stereo not drawn),4.7,1038,-1.4%,i,5,-6.1%,-12,-22,5.1,2.3,8.2,-0.64,-0.17,-0.096,0.33,-2,611,0.25,2023
Fc1ccccc1N=C1Nc2cccc3cccc1c23,-2.2,1037,-0.1%,i,-5,-0.5%,-3,-8,1.4,2.4,6.8,-0.35,-0.22,-0.78,0.58,12,683,1.9,1430
Cn1c(SCC(=O)N2CCCCC2)nc2c([nH]c3ccccc32)c1=O,-6.5,1117,-0.2%,i,3,-2.0%,9,-2,2.0,2.6,9.1,4.1,0.065,3.1,-1.8,/,/,-1.6,764
O=C(C(F)C(F)(F)F)N1CCN(c2ccccc2)CC1 (stereo not drawn),-1.7,807,-1.6%,i,44,0.4%,9,15,2.0,1.6,11,-0.49,-0.19,-0.13,0.27,/,/,1.5,1383
Cc1c(NC(=S)NC(C)(C)C)c(=O)n(-c2ccccc2)n1C,-2.5,913,-1.4%,i,28,-2.5%,-11,0,1.9,2.1,3.4,-0.79,-0.35,-0.74,1.1,-2,664,0.01,1531
C[C@H]1CC[C@]2(O[C@H](CCO)C[C@@H](O)[C@@H]2O)O1,0.2,1270,/,/,/,/,/,/,/,/,/,1.9,-0.79,0.84,-0.45,19,671,1.3,819
N#C/C(=C\c1ccccc1)C(=O)Nc1cccnc1,4.6,1002,/,/,/,/,/,/,/,/,/,1.2,-0.22,0.7,-0.58,-10,733,-0.25,1445
COc1ccc(CNC(=O)COC(=O)/C=C/c2cccs2)cc1,-1.6,557,-2.8%,i,-45,-1.2%,-1,-7,1.5,2.9,7.4,-0.098,-0.11,0.74,0.27,28,644,0.83,1270
O=c1[nH][nH]c(=O)c2cc(N3CCCC3)ccc12,-2.5,1380,-0.7%,i,-16,-5.0%,20,13,4.2,3.6,8.5,-0.37,-0.26,0.016,0.3,/,/,0.07,1469
O=C(CC(Cc1ccccc1)c1ccco1)NC1CCCCC1 (stereo not drawn),-3.7,1203,1.2%,i,-1,-1.8%,20,-1,2.1,1.9,3.9,-0.35,-0.31,-0.049,0.82,-4,750,-0.07,825
Cc1ccc(SCC(=O)NC(=O)Nc2ccc3c(c2)OCCO3)cc1C,/,/,4.9%,i,-6,-0.4%,1,15,4.1,2.7,2.2,-1.4,-0.018,-1,0.45,-12,623,0.1,1309
COc1ccc(N2C(=O)C3C4C=CC(C4)C3C2=O)c([N+](=O)[O-])c1 (stereo not drawn),-0.8,1156,-5.3%,i,-7,-7.0%,-5,12,2.3,3.3,3.8,-1.1,-0.37,-0.8,1.1,7,701,-0.09,1297
Cc1cc(C2CC(=O)Nc3ccccc3S2)c(C)s1 (stereo not drawn),2.2,1153,/,/,/,/,/,/,/,/,/,0.31,-0.26,0.15,0.21,1,712,-0.13,1495
C=CCn1c(SCc2cc(=O)n3ccsc3n2)nc2sc(C)c(C)c2c1=O,2.4,1105,2.0%,/,/,-1.8%,/,/,/,/,/,/,/,/,/,/,/,-1,930
COC(=O)c1cc(C)sc1NC(=O)CCCC(=O)O,/,/,-1.8%,i,4,-8.9%,-6,-24,2.9,1.6,2.3,-1.1,-0.079,-0.3,0.77,-11,723,0.1,1302
CC(C)(C)c1ccc(NC(=O)Nc2ccc(F)cc2)cc1,0.9,1645,-2.1%,i,-3,-0.5%,-12,-10,2.2,1.3,7.8,-0.35,-0.19,-0.39,0.24,-3,706,/,/
Clc1ccc(Cn2c(CN3CCCC3)nc3ccccc32)cc1,-0.9,548,-0.9%,i,15,-3.7%,31,-1,2.7,1.3,6.5,1.3,-0.11,0.88,-1.5,-51,657,/,/
Cc1ccccc1OCc1nnc(SC(C)C(=O)O)n1Cc1ccccc1 (stereo not drawn),-1.7,970,0.8%,i,-18,-9.2%,-6,1,3.5,1.6,5.9,-0.55,-0.27,-0.084,0.24,4,756,/,/
Clc1ccc(C2=Nn3c(nnc3-c3cccnc3)SC2)s1,-0.3,969,1.8%,i,25,0.2%,-1,-23,3.2,2.4,9.3,1.6,-0.34,0.24,-0.47,/,/,-1.1,1314
CN1CCN(C(c2ccc(F)cc2)c2nnnn2Cc2cccs2)CC1 (stereo not drawn),-4.5,1245,-1.8%,i,-4,-12%,-15,-2,8.2,2.2,6.9,-0.74,-0.19,-0.081,0.2,3,763,0.12,1333
Cc1cc(C)n(CCC(=O)N/N=C/c2ccc(O)cc2)n1,-1.8,1028,-2.7%,i,7,-4.5%,-7,8,2.5,1.4,8.8,-0.49,-0.26,-0.34,0.59,-6,615,0.92,1510

# Next structures follow.
SMILES,b-catenin transl,b-catenin transl cell count 5 µM,ER stress rescue,Autophagy mod,Autophagy mod cell loss 18 h,XIAP displacement,WT yeast gro inh,WT yeast gro inh mutant strain,MT stabilize HCS,MT stabilize HCS Hoechst-high %,MT stabilize HCS cytotoxicity %,Dynein cargo inh,Dynein cargo inh cytoplasmic EGFP,Dynein cargo inh nuclear GR-EGFP,Dynein cargo inh cell count,Hep lipid drop,Hep lipid drop cells 6.5 µM,Insulin prom up,Insulin prom up cell count
NC(=NCCc1c[nH]c2ccccc12)NS(=O)(=O)c1ccc2ccccc2c1,4.2,520,-1.2%,i,3,-2.9%,-9,-7,3.4,1.4,8.7,1.1,-0.18,1.1,-2.1,-34,604,0.13,1079
CC(C)Oc1cc(NC(=O)CSCC(=O)Nc2cccc(C(F)(F)F)c2)c(Cl)cc1Cl,1.2,1442,-0.7%,i,7,-2.0%,7,-2,1.3,1.3,10,-0.63,-0.23,-0.53,2.3,/,/,0.2,1597
CC(CN(C)Cc1ccccc1)OC(=O)c1cccs1 (stereo not drawn),-1.2,1035,3.2%,i,-6,-16%,-1,1,1.8,3.1,18,0.44,-0.25,0.59,0.68,-3,727,/,/
Cc1cccc(NS(=O)(=O)c2cc(C(=O)N3CCN(C)CC3)ccc2C)c1,/,/,-0.6%,i,-3,-3.8%,0,-6,2.2,1.9,7.1,0.038,0.63,0.091,0.51,10,803,/,/
Cc1cccnc1NC(N)=S,-2.7,892,-2.0%,i,7,-10%,9,28,3.3,2.7,5.7,-0.2,-0.33,0.51,-0.17,4,718,0.73,1607
O=CN(Cc1ccco1)C1(C(=O)NC2CCCCC2)CCCCC1,-1.2,765,0.7%,i,5,-5.2%,-13,7,3.4,2.2,9.7,0.013,-0.32,0.36,0.23,/,/,0.77,1259
O=C(CSc1nnc(Cc2ccccc2)o1)NCc1ccco1,2.5,1142,1.3%,i,5,2.6%,-20,0,2.1,1.9,5.5,-1.1,0.74,-0.21,1.2,/,/,1.1,1215
C=C1CSc2nc(=O)c3c4c(sc3n21)CCC4,-1.5,823,1.9%,/,/,-7.0%,/,/,/,/,/,/,/,/,/,/,/,-0.88,1144
COc1ccccc1CNC(=O)c1ccc(NS(C)(=O)=O)cc1,-2.3,1202,-1.8%,i,-5,-5.0%,14,6,4.5,3.1,3.4,-0.061,-0.22,-0.002,0.44,0,753,0.37,1275
NC(N)=NC(N)=Nc1cccc(Cl)c1,-1.1,1251,/,/,/,/,/,/,/,/,/,-0.069,-0.74,0.35,-0.28,7,706,-0.44,1003
O=C(NCCCCc1ccccc1)c1ccccc1Cl,/,/,-1.5%,i,8,-5.4%,-5,-6,1.6,1.2,2.0,-0.11,-0.32,0.05,0.55,-2,751,-0.01,1299
Cc1cc(=O)oc2cc(OS(C)(=O)=O)ccc12,-0.1&1.1,1295&881,-5.0%,i,22,-4.5%,-3,3,1.4,2.6,1.3,-0.41&0.6,-0.12&-0.24,0.23&0.34,0.42&-0.15,-5&5,690&717,0.98,1292
C1CCc2nc3c(nc2C1)CCCC3,-1.4,1160,/,/,/,/,/,/,/,/,/,0.097,-0.25,-0.00061,0.17,21,731,-0.04,1358
Cc1cc(C(=O)N/N=C/c2ccc(-c3cccc(Cl)c3)o2)n[nH]1,-2.7,1090,/,/,/,/,/,/,/,/,/,-0.12,-0.16,-0.077,0.57,19,741,-0.11,1591

# Compound activity (PubChem BioAssay)
